Bioassay records as filed in PubChem BioAssay.
IDE cell inh = cellular human IDE inhibition | HEK cells, FAbetaB cleavage, fluorescence polarization | inhibition, % at 5.59 µM | 320,000 compounds, 0.41% hits;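 active means percent inhibition above the average of all tested compounds plus 3 SD, set per screening campaign, cut at about 16% in these data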;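 further: IDE supplied by intact live HEK cells; FP after avidin binding of uncleaved biotin substrate so inhibition keeps polarization high; 0% = DMSO wells and 100% = 60 µM reference IDE inhibitor Ii1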
IMP-1 inhibitor = inhibitors of Pseudomonas aeruginosa IMP-1 metallo-beta-lactamase. purified IMP-1, nitrocefin hydrolysis, epi-absorbance fluorescence. 290,000 compounds, 0.45% hits. inhibition, % at 5.6 µM. AID 1556;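 active means inhibition above the mean plus 3 SD of all compounds in the same screening run, cut at about 4.5% in these data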;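 further: 0% = IMP-1 with DMSO and 100% = DMSO wells lacking enzyme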
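Test system: recombinant IMP-1 enzyme, purified / Medium: HEPES buffer pH 7.1 with ZnSO4 and Brij 35 / Doses: single dose, 5.6 µM / Times: 25 °C, 15 min preincubation, 25 min reaction / Detection: Epi-absorbance via hydrolysed-nitrocefin quenching of white-plate fluorescence, 480/530 nm, EDTA stop / Evaluation: percent inhibition from optical density relative to buffer-blank wells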
IDE act = boosts human insulin-degrading enzyme activity in HEK cells; activation, % at 5.96 µM; P14735; AID 493087; FAbeta-B cleavage, fluorescence polarization; 0% vehicle, 100% cell-free pure enzyme wells; 340,000 compounds, 0.073% hits;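 active means activation above the mean of all tested compounds plus 3 SD, set per screening campaign, cut at about 17% in these data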
NALP1 inh = NALP1 inhibition | S. cerevisiae NALP1/ASC/caspase-1 growth, X-gal OD620, 72 h | inhibition, % at 10 µM | 280,000 compounds, 0.61% hits | AID 2071; in the data active means inhibition mostly above about 24%, no sharp cut-off; inactive means mostly below about 32%; further: some compounds called inactive have numbers as strong as hits
VIM-2 inhibitor = inhibitors of Pseudomonas aeruginosa VIM-2 metallo-beta-lactamase. purified VIM-2, nitrocefin hydrolysis, epi-absorbance fluorescence. inhibition, % at 5.6 µM. 290,000 compounds, 0.89% hits. AID 1527;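 active means inhibition above the mean of all tested compounds plus 3 SD, cutoff set per screening run, cut at about 7.5% in these data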;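 further: red hydrolysis product quenches plate fluorescence so inhibitors raise well fluorescence; 0% = enzyme with DMSO and 100% = DMSO without enzyme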
GPR7 antagonist = blocks human GPR7 receptor signaling. P48145. 290,000 compounds, 1.1% hits. GPR7-expressing cells, fluorescence antagonist assay. inhibition, % at 4.4 µM; in the data active means inhibition above about 16%, passing the limit was not always enough;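 further: cells stimulated with the agonist NPW; 0% = agonist with vehicle and 100% = vehicle without agonist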
M18AAP inhibitor = blocks P. falciparum M18 aspartyl aminopeptidase; inhibition, % at 7.35 µM; 290,000 compounds, 1.2% hits; recombinant PfM18AAP, H-Glu-NHMec fluorogenic cleavage;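 active means inhibition above the campaign mean inhibition over all tested compounds plus 3 SD, cut at about 28% in these data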;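 further: 0% = plate median of test compound wells and 100% = 2 mM ZnCl2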
PHOSPHO1 inh = inhibitors of human PHOSPHO1 phosphatase; Q8TCT1; recombinant PHOSPHO1, absorbance phosphatase assay; inhibition, % at 13.3 µM; 290,000 compounds, 1.1% hits; AID 1565; in the data active means inhibition above about 60%
p-CIP stab down = p/CIP protein destabilization; Q05BA5; F442A p/CIP-EGFP cells, EGFP fluorescence, 16 h; AID 1984; decrease of EGFP signal, % at 10 µM; 290,000 compounds, 0.01% hits;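 active means EGFP signal decrease of at least 30% at 10 µM or well 3 SD below plate mean, unless failing retest; inactive means the rest, including hits failing retest or dose response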; further: some compounds called inactive have numbers as strong as hits; many of its hits are not listed in these tables
Target sequence (Q05BA5 1-1403): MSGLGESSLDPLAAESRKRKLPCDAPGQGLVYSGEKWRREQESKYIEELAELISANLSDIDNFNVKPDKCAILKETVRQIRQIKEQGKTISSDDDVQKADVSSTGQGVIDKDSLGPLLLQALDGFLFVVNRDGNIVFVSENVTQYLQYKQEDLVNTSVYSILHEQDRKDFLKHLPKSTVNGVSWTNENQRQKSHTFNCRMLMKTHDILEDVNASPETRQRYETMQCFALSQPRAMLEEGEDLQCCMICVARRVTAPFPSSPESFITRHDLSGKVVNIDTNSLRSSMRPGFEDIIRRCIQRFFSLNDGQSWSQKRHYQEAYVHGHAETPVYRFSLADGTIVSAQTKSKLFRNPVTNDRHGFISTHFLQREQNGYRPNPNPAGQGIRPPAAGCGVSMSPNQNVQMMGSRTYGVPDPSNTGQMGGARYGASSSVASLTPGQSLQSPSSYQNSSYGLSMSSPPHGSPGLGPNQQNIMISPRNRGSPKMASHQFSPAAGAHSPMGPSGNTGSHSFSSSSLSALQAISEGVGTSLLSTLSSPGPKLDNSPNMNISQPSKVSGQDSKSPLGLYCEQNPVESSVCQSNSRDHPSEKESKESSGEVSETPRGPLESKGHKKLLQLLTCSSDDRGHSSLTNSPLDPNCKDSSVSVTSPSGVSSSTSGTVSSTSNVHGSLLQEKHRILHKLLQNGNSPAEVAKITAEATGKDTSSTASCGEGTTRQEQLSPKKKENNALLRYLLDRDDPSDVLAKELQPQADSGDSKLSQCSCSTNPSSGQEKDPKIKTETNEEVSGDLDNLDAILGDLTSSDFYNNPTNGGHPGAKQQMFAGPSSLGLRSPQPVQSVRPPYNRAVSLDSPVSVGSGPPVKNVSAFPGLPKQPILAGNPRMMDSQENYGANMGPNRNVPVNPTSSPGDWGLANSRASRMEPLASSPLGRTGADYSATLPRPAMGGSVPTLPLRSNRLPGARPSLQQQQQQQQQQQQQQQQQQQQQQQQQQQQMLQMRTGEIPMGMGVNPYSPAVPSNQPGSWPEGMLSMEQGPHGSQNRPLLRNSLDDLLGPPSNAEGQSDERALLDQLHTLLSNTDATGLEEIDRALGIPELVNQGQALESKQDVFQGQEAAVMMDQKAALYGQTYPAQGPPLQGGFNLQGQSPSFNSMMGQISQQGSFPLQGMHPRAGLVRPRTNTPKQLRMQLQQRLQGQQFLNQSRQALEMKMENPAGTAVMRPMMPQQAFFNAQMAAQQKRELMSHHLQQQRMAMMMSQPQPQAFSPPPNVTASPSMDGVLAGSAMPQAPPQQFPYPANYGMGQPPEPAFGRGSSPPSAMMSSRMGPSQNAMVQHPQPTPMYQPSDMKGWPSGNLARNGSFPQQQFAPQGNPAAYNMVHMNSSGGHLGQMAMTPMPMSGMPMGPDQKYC
The depositor's hits bear a star; / = not tested or not shown.

SMILES	IDE cell inh	IMP-1 inhibitor	IDE act	NALP1 inh	VIM-2 inhibitor	GPR7 antagonist	M18AAP inhibitor	PHOSPHO1 inh	p-CIP stab down
Cc1cc2c(cc1C)N(CC(=O)N1CCCC1)C(=O)CC(c1ccccc1)=N2	0	-4.8	5	38	-5.9	-4	4	14	12
O=C(CN1CCC(O)(c2ccc(F)cc2)CC1)NCc1ccc(F)cc1	7	-2.9	-5	27	-4.0	-6	4	6	2
Oc1ccc(Cl)cc1C1=NNC(c2cccs2)C1 (stereo unspecified)	-1	-0.1	-2	11	-2.6	-10	7	8	-204
COc1ccc(CNC(=S)NCc2ccc(OC)cc2)cc1	7	-3.2	-1	-5	-1.3	-6	-10	4	-3
CC(C)c1cc(C(F)(F)F)n2nc(C(=O)Nc3ccc(-n4cnnn4)cc3)cc2n1	5	-2.0	9	/	-3.5	2	-6	10	-4
Cc1cc(C)n(CCc2nc3c4ccccc4n(CC#N)c(=O)n3n2)n1	-3	0.6	-2	25	1.5	3	4	13	13
O=c1[nH]cccc1-c1nc2ccccc2n1Cc1ccc(Cl)cc1	3	-3.4	1	-9	-3.5	-6	12	46	4
CC(C)C(=O)Nc1nnc(SCC(=O)Nc2ccc3c(c2)OCCO3)s1	-3	-2.5	2	-13	-3.1	-4	-1	-20	-6
Cc1c(NC(=O)C2CCCNC2=O)c(=O)n(-c2ccccc2)n1C (stereo unspecified)	4	-2.1	3	12	-3.3	-18	3	16	-7
S=C(NCc1ccccc1)N1CCn2cccc2C1c1cccnc1 (stereo unspecified)	/	-0.4	3	4	1.4	-12	-10	-38	-9
COc1ccc(NC(=O)c2n[nH]c(=O)c3ccccc23)cc1S(=O)(=O)N1CCCCC1	7	-4.0	-2	22	-3.9	-4	0	2	-2
CC(C)c1ccc(NC2CCCN(C(=O)CCN3CCCC3=O)C2)cc1 (stereo unspecified)	-1	-1.1	4	16	0.0	-10	2	28	7
Cc1ccc(C(=O)O)cc1NC(=S)NC(=O)c1ccc(-c2ccc(Cl)cc2)o1	3	-2.8	3	/	-3.9	-6	-2	3	-8
CC1CCc2sc(C(=O)N/N=C/c3ccc([N+](=O)[O-])cc3)cc2C1 (stereo unspecified)	2	-2.6	2	41	-1.1	-9	-4	-8	4
Cc1cccc(C2C3=C(CCCC3=O)N=C3c4ccccc4C(=O)C32)c1 (stereo unspecified)	2	-0.9	8	1	-1.3	-14	-2	20	-1
CC1=CN2C(=N)/C(=C/c3cn(CCCOc4ccccc4C)c4ccccc34)C(=O)N=C2S1	2	-3.3	11	34	-4.0	-7	-2	-6	-9
CN1CCN(C(=O)c2cc([N+](=O)[O-])ccc2Cl)CC1	-5	-3.2	-1	9	-1.2	-12	-9	19	-16
C=CCNC(=O)c1ccccc1NC(=O)COc1ccccc1	2	-1.1	3	15	-1.3	-11	-4	-7	-2
COc1ccc(-c2cc(=O)oc3cc(OCC(C)=O)ccc23)cc1	0	-1.8	1	27	3.4	2	-2	1	-3
N#Cc1ccccc1CN1C(=O)S/C(=C/c2cccn2-c2ccc(C(=O)O)cc2)C1=O	3	-0.6	3	12	-3.6	-7	-6	-1	-8
CN(C)CCN(C(=O)c1ccc(S(=O)(=O)N(C)C)cc1)c1nc2cc3c(cc2s1)OCCO3	3	-3.0	5	7	-2.1	-16	1	-4	-9
COC(=O)C1=C(N)N(c2ccccc2F)C2=C(C(=O)CC(C)(C)C2)C1c1ccc(OC)c(OC)c1 (stereo unspecified)	4	-2.9	5	29	-0.1	-4	-8	7	4
CCOc1cccc(NC(=O)C2CC(=O)NC(=Nc3ccccc3)S2)c1 (stereo unspecified)	-2	-3.0	5	-4	-2.4	-6	5	23	6
O=C(c1ccncc1)N1N=C(c2ccc(Br)cc2)CC1c1ccccc1O (stereo unspecified)	-1	-2.7	0	18	3.0	-13	4	16	4
Cn1c(-c2ccccc2)c(CCO)c2ccccc21	2	-2.1	4	16	-2.6	-10	6	-4	2
C/C=C/c1ccccc1OCc1ccc(C(=O)OC)o1	3	-3.2	-4	6	-1.8	-14	1	17	5
Cc1ccc(/C(N)=N/OC(=O)c2ccc3ccccc3c2)cc1	3	-2.6	1	28	-1.2	4	2	23	-7
COC(=O)CCc1sc(Nc2ccccc2)nc1-c1ccc(OC)cc1	6	-3.5	6	32	-2.2	-10	6	1	-3
c1coc(-c2nc3nc4ccccc4n3nc2-c2ccco2)c1	9	-1.6	2	-1	1.7	3	0	2	-20
CCn1nnc(-c2ccccc2NS(=O)(=O)c2ccc(S(=O)(=O)N(C)C3CCCCC3)cc2)n1	5	-2.7	2	11	-2.3	-4	1	8	-1

6 of the compounds above, with the structure last:
IDE cell inh	IMP-1 inhibitor	IDE act	NALP1 inh	VIM-2 inhibitor	GPR7 antagonist	M18AAP inhibitor	PHOSPHO1 inh	p-CIP stab down	compound
0	-1.8	1	27	3.4	2	-2	1	-3	COc1ccc(-c2cc(=O)oc3cc(OCC(C)=O)ccc23)cc1
3	-0.6	3	12	-3.6	-7	-6	-1	-8	N#Cc1ccccc1CN1C(=O)S/C(=C/c2cccn2-c2ccc(C(=O)O)cc2)C1=O
3	-3.0	5	7	-2.1	-16	1	-4	-9	CN(C)CCN(C(=O)c1ccc(S(=O)(=O)N(C)C)cc1)c1nc2cc3c(cc2s1)OCCO3
4	-2.9	5	29	-0.1	-4	-8	7	4	COC(=O)C1=C(N)N(c2ccccc2F)C2=C(C(=O)CC(C)(C)C2)C1c1ccc(OC)c(OC)c1 (stereo unspecified)
-2	-3.0	5	-4	-2.4	-6	5	23	6	CCOc1cccc(NC(=O)C2CC(=O)NC(=Nc3ccccc3)S2)c1 (stereo unspecified)
-1	-2.7	0	18	3.0	-13	4	16	4	O=C(c1ccncc1)N1N=C(c2ccc(Br)cc2)CC1c1ccccc1O (stereo unspecified)

(cont.)
SMILES	IDE cell inh	IMP-1 inhibitor	IDE act	NALP1 inh	VIM-2 inhibitor	GPR7 antagonist	M18AAP inhibitor	PHOSPHO1 inh	p-CIP stab down
Cc1ccccc1CS(=O)(=O)Cc1ccc(C(=O)NCCCN2CC(C)CC(C)C2)o1 (stereo unspecified)	2	-2.6	4	0	-3.4	-22	1	-3	12
CN1CCN(CC(=O)O)CC1	-2	-1.8	-3	1	0.2	2	1	16	3
CC1CC(C)(C)N(C(=O)CSc2ccc(-c3ccc(F)cc3)nn2)c2ccccc21 (stereo unspecified)	-2	-1.8	8	2	-6.9	-7	-16	16	-25
CC(=O)Nc1ccc(C(=O)NC2CCCC2)cc1	-5	-2.0	3	-4	-3.0	-13	9	16	-16
CCN(CC)C(=O)Cc1c(OC)ccc2cc(Br)ccc12	4	-2.0	0	5	-0.8	-1	-1	27	-14
COc1ccc(C(C(=O)OC(C)CN(C)C)c2ccccc2)cc1 (stereo unspecified)	4	-1.9	5	8	-1.9	-9	-1	1	-22
COc1ccccc1N(Cc1cc2ccc(C)cc2[nH]c1=O)C(C)=O	5	-1.7	6	5	1.1	6	0	-23	8
Cc1ccc(/C=C2/NC(=O)[C@H](C)NC2=O)cc1	0	-2.4	3	12	-0.8	-12	7	31	-10
S=c1[nH]nc(-c2cccs2)n1/N=C/c1c(Cl)cccc1Cl	4	-2.9	-1	-6	0.2	-19	23	52	5
O=C(Nc1ccc(N2CCN(C(=O)c3cccs3)CC2)cc1)c1ccccc1Cl	0	-1.8	-4	-3	-0.9	-7	0	39	-2
O=C(c1cccnc1)N(Cc1ccccc1)C1(C(=O)Nc2ccccc2)CCCCC1	-2	0.1	4	31	1.1	17	-14	-9	-11
CN1CCN(/C(=N\S(=O)(=O)c2ccc(F)cc2)c2ccccc2)CC1	-1	-2.8	7	0	-1.1	-7	-1	-26	-12
Cc1ccc(CNC(=O)CCS(=O)(=O)c2ccc(Br)cc2)cc1	/	-1.9	-5	4	-2.0	7	4	27	-6
CCO[C@H]1OC(C(=O)NCc2nc3ccccc3[nH]2)=C[C@@H](C2CC2)[C@@H]1CCCO	-2	-2.9	4	-4	-2.6	3	3	26	-6
N#Cc1cccnc1Nc1ccc(Cl)cc1	6	1.4	7	12	-1.5	-14	-2	50	0

Given with values under each structure: entries from further up
Order of values: IDE cell inh | IMP-1 inhibitor | IDE act | NALP1 inh | VIM-2 inhibitor | GPR7 antagonist | M18AAP inhibitor | PHOSPHO1 inh | p-CIP stab down
> CC(=O)Nc1ccc(C(=O)NC2CCCC2)cc1
  -5 | -2.0 | 3 | -4 | -3.0 | -13 | 9 | 16 | -16
> CCN(CC)C(=O)Cc1c(OC)ccc2cc(Br)ccc12
  4 | -2.0 | 0 | 5 | -0.8 | -1 | -1 | 27 | -14
> COc1ccc(C(C(=O)OC(C)CN(C)C)c2ccccc2)cc1 (stereo unspecified)
  4 | -1.9 | 5 | 8 | -1.9 | -9 | -1 | 1 | -22
> COc1ccccc1N(Cc1cc2ccc(C)cc2[nH]c1=O)C(C)=O
  5 | -1.7 | 6 | 5 | 1.1 | 6 | 0 | -23 | 8

(listing goes on)
SMILES	IDE cell inh	IMP-1 inhibitor	IDE act	NALP1 inh	VIM-2 inhibitor	GPR7 antagonist	M18AAP inhibitor	PHOSPHO1 inh	p-CIP stab down
Cc1ccc(-c2cc(C(=O)Nc3cc(C)ccc3O)no2)cc1	4	-6.0	-6	19	-0.1	-17	0	30	-4
COc1ccc(C(=O)CSc2cc(C)nc(SCC(=O)c3ccc(C)cc3)n2)cc1	11	-3.6	3	-116	-4.0	-6	0	-2	-16
CCN1C(=O)c2cccc3c(Cl)ccc(c23)C1=O	-5	-1.6	-1	-1	-1.8	-18	-8	37	-10
Cn1cc(CCNC(=O)c2ccc3nc(Cc4ccccc4F)oc3c2)cn1	0	-1.3	5	-2	1.1	3	-5	24	-1
COc1ccc2nc(C)cc(Sc3nc4ccccc4s3)c2c1	6	-2.3	6	16	-1.1	4	1	27	1
COc1cc(OC)c(OC)cc1CNc1nnnn1C	2	-3.1	6	0	-2.5	-7	4	/	-11
CCc1ccc(-c2ccc3nnc(SC)n3n2)cc1	1	-3.3	5	-5	4.8	-10	0	38	-8
CCCCC(=O)N1CCN(c2nc(-c3ccc(F)cc3)cs2)CC1	/	-2.6	-6	21	0.1	-2	-8	45	-10
CC(=O)Nc1nc(NC(=O)C(Cl)(Cl)Cl)n(-c2ccccc2)n1	-10	-2.5	5	-10	-3.8	-5	-2	27	-3
O=C(Cn1cc([N+](=O)[O-])cn1)Nc1ccn(Cc2c(F)c(F)c(F)c(F)c2F)n1	-1	-3.0	-1	-22	0.2	-3	7	-12	-2
COc1ccc(NC2CCCN(C(=O)c3ccc(CSC)o3)C2)cc1OC (stereo unspecified)	7	-2.0	4	10	-1.4	-5	18	27	-10
Cc1ccc(F)cc1NC(=O)Cc1nn(C)c(=O)c2ccccc12	2	-2.1	2	19	-1.1	-6	-2	34	-17
O=C(COC(=O)c1ccc2c(c1)OCCO2)Nc1cc(Cl)ccc1Cl	-4	-7.6	1	-8	-0.6	-10	4	12	-9
Cc1ccc(NC(=O)C(c2ccccc2)C2CCCC2)cc1 (stereo unspecified)	/	-1.7	2	32	-1.3	-1	3	-2	9
COc1cc(C(=O)NCc2ccc(C(=O)NCC(OC)OC)cc2)cc(OC)c1OC	-2	-3.1	4	0	-1.4	-17	0	-5	2
